Bioassay records from PubChem.
mHTT-CaM PPI inh – inhibitors of human mutant huntingtin-calmodulin interaction; AlphaScreen His-mHTT/GST-CaM binding, luminescence; P42858; inhibition, % at 15 µM; 190,000 tested, 3.6% active; AID 1671202;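 note: 0% = both proteins with DMSO and 100% = one protein alone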
Pf apPOL inh – Pf-apPOL DNA polymerase inhibition; 210,000 tested, 0.25% active; inhibition, % at 10 µM; Recombinant Pf-apPOL, molecular beacon fluorescence, 1.5 h
* marks the source's active call; other numbers are inactive results; nt = no result given; & = joins results of further samples. Cut-off read from the data, not from the text of the source: active = inhibition above about 50%; inactive = the rest. These rows are one share of the data; rates above refer to the full screens.

SMILES	mHTT-CaM PPI inh	Pf apPOL inh
CCC(Sc1nc2ccsc2c(=O)n1Cc1ccccn1)C(=O)Nc1cccc(C)c1 (stereo unspecified)	34	-3
Cc1sc(NC(=O)CSc2ccc(F)cc2)c(C(N)=O)c1C	-5	9
C=CCn1c(SCC(=O)c2cc(Cl)sc2Cl)nc2ccccc2c1=O	-4	4
Cc1cccc(N2CCN(Cc3nc(C(=O)Nc4ccc(F)cc4)co3)CC2)c1C	-2	-6
CC(=O)Nc1ccc(S(=O)(=O)Nc2ccc(Cl)nn2)cc1	-2	-10
Cc1ccc(N2C(=O)CSC2c2ccc(Cl)cc2)cc1F (stereo unspecified)	-16	4
O=C1OC(C2CCCCC2)=N/C1=C/c1ccc(Cl)cc1	0	-2
Cc1ccc(-n2nc3c(c2NC(=O)c2cccs2)CS(=O)(=O)C3)cc1	5	-7
NS(=O)(=O)c1ccc(NC(=O)c2cccc([N+](=O)[O-])c2)cc1	-6	-9
O=C(NCC1CCN(C2CCCC2)CC1)C(=O)NC1CCCCCC1	0	-2
CC(C)NC(=O)Nc1cccc(Cl)c1	-3	-6
Cc1ccn2cc(C(=O)NCc3cc(F)cc(F)c3)nc2c1	-11	1
O=C(/C=C/c1ccco1)Nc1ccc(Cl)c(-c2nc3ncccc3o2)c1	11	4
CN(Cc1ccccc1)C(=O)c1cnc2n(c1=O)CCS2	-4	-8
COc1cc(NC(=O)c2cccc(C(F)(F)F)c2)cc(C(F)(F)F)c1	nt	-6&2
COc1ccc(CCN2C(=O)CCC2(C)C(=O)NC2CCCC2)cc1OC (stereo unspecified)	-1	-5
COCCCNC(=O)c1c(NC(=O)c2ccccc2[N+](=O)[O-])sc2c1CCCC2	20	-1
C[C@H]1C(=O)CC[C@@]23CCCN2C(=O)CCC[C@@H]13	-14	-6
O=C(NCc1ccccc1)C1CCCN(c2nnc3ccccn23)C1 (stereo unspecified)	-3	0
CCn1cc(C(=O)Nc2ccc(OC)cc2)c(=O)c2ccc(C)nc21	-4	-6
CCC(=O)N1CCc2cc(Br)cc(S(=O)(=O)NCC(OC)OC)c21	5	-4
Cc1ccccc1CC(=O)N1CCCC1C(=O)NCCc1csc(-c2ccccc2)n1 (stereo unspecified)	14	-7
Cc1cc(NC(=O)CSc2nc3c(c(=O)n2-c2ccc([N+](=O)[O-])cc2)SCC3)no1	-1	-11
Cc1ccc(C(=O)N2CCCC(c3nc(CCNC(=O)C4CC4)cs3)C2)cc1 (stereo unspecified)	-4	-4
CCOC(=O)C1C(=O)C=C(c2cccs2)CC1c1ccc(OCC)cc1 (stereo unspecified)	1	1
CC(=O)N1c2c(cc(Br)cc2S(=O)(=O)Nc2ccc(C)c(C)c2)CC1C (stereo unspecified)	31	-1
COc1cc(Br)c(Br)cc1N	-11	nt
Cc1noc(CNC(=O)C2CCN(C(=O)Cn3c(=O)oc4ccccc43)CC2)n1	-16	-8
COc1ccc(/C=C/C(=O)Nc2ccc(Cl)cc2[N+](=O)[O-])cc1OC	6	-3
CCNC(=O)c1ccc2nnc(C3CC3)n2c1	-1	-5
Cc1ccccc1OCC(O)CNS(=O)(=O)c1ccccc1C(=O)O (stereo unspecified)	-2	2
CN(C)CCNC(=O)c1ccc(Cl)c(Cl)c1	-2	-5
CCC1c2ccc(C)n2CCN1C(=O)Nc1ccc(C)cc1Cl (stereo unspecified)	-1	-2
CC(C)(C)C(=O)Oc1ccc2c(=O)c(-c3ccc(Cl)cc3)coc2c1	1	-2
CN1CCO/C1=C(\C(Cl)=C(Cl)Cl)[N+](=O)[O-]	-2	-2
O=c1c(-c2ccc(Cl)cc2)coc2cc(OCCN3CC4CC(C3)c3cccc(=O)n3C4)ccc12 (stereo unspecified)	33	-182
COc1ccc(CNS(=O)(=O)c2ccc(F)c(C(=O)Nc3ccccc3Cl)c2)cc1	9	-1
CN(CC(=O)Nc1nnc(SCc2cccc(C(F)(F)F)c2)s1)S(C)(=O)=O	9	-4
COCCn1cc2c3c(cccc31)CN(C(=O)Nc1cccc(OC)c1)CC2	1	-2
Cc1ccc(S(=O)(=O)N(CC(=O)NCc2ccco2)Cc2c(F)cccc2Cl)cc1	-2	3
Cc1cc(C)c(C)c(OCC(=O)N2CCCC2)c1	-2	1
COc1ccc(CNC(=O)c2ccc(S(=O)(=O)N(C)C)cc2)cc1	-5	4
CCc1ccc(C2=CC(c3ccc(SC)cc3)n3ncnc3N2)cc1 (stereo unspecified)	-29	-5
O=c1[nH]nc(SCc2nc3ccccc3s2)n1Cc1ccco1	nt	-1
N#Cc1c(SCC(=O)Nc2nncs2)sc2c(O)cc(=O)[nH]c12	54*	nt
CC(=O)Nc1ccc(-c2noc(C3CCCN(C(=O)Cc4ccc(F)cc4)C3)n2)cc1 (stereo unspecified)	7	-4
COc1ccccc1-c1cc(C(F)(F)F)nc(S(=O)(=O)CCCC(=O)O)n1	1	-3
O=C(NCC(O)Cc1ccccc1)C(=O)Nc1cccc(N2CCCC2=O)c1 (stereo unspecified)	-6	-4
COc1cccc(NC(=O)CN(c2cccc(Br)c2)S(C)(=O)=O)c1	-4	-3
O=C(NCc1ccncc1)C1CCN(c2nc3ccsc3c(=O)n2-c2ccccc2)CC1	1	1
O=C(O)Cc1nn(Cc2ccccc2)c(=O)c2ccccc12	-1	-5
CSCCC(C(=O)Nc1cccc(Cl)c1)N1C(=O)c2ccccc2C1=O (stereo unspecified)	10	-10
Cc1cc2ccccc2n1CCNC(=O)c1cc2ccccc2oc1=O	0	8
O=C(Nc1cccc(N2CCCN(Cc3ccc(F)cc3)C2=O)c1)C1CC1	17	-2
CCc1ccc(NC(=O)CSc2nnc(CNC(=O)c3c(F)cccc3Cl)o2)cc1	-2	-3
O=C1CCSCC(C(=O)NC2CCSC2=O)N1 (stereo unspecified)	-1	-8
CC(C(=O)NCc1ccco1)C1CCN(S(=O)(=O)c2cccs2)CC1 (stereo unspecified)	10	0
O=C(C1CCCC1)N1CCCC1c1nc(-c2cccc(Cl)c2)no1 (stereo unspecified)	-10	-2
Cc1ccccc1Cc1c(C)nc2nc(SCC(=O)NCCCN3CCOCC3)nn2c1C	10	-6
O=c1oc2ccc(Cl)cc2cc1-c1nnc(NCc2ccco2)s1	-1	-1

An excerpt taken from the entries so far, for reference:
SMILES	mHTT-CaM PPI inh	Pf apPOL inh
CC(C(=O)NCc1ccco1)C1CCN(S(=O)(=O)c2cccs2)CC1 (stereo unspecified)	10	0
O=C(C1CCCC1)N1CCCC1c1nc(-c2cccc(Cl)c2)no1 (stereo unspecified)	-10	-2
Cc1ccccc1Cc1c(C)nc2nc(SCC(=O)NCCCN3CCOCC3)nn2c1C	10	-6
O=c1oc2ccc(Cl)cc2cc1-c1nnc(NCc2ccco2)s1	-1	-1

(further entries)
SMILES	mHTT-CaM PPI inh	Pf apPOL inh
CC(=O)NC(Oc1ccc(/C=C2/C(=O)N(c3ccccc3)N=C2C)cc1)C(Cl)(Cl)Cl (stereo unspecified)	45	0
c1cc(-c2nnc(Nc3ccc4c(c3)OCCO4)o2)[nH]n1	-1	nt
N#CCC[C@H]1CC[C@]2(CCCN(Cc3cccc4ccccc34)C2)O1	-11	-6
O=C(c1ccnc(-c2ccsc2)c1)N1CCN(c2ccccn2)CC1	2	-1
N#CCCn1c(=O)n(CCC#N)c2ccccc21	4	-10
O=c1c2c(nc3cc(-c4ccc(Cl)cc4)[nH]n13)CCCC2	0&-1	-21&-4
COc1ccc(-c2nc3c4c5c(sc4ncn3n2)C(C)(C)NC(C)(C)C5)cc1OC	-3	-5
O=C(NCCc1ccc(Cl)cc1)c1cc(S(=O)(=O)N2CCCC2)ccc1F	0	-2
O=C(Nc1ccc(-c2nc3ccccc3s2)cc1)c1cccnc1Cl	4	-3
COc1ccc(/C=C2N=C(/C=C/c3cccc([N+](=O)[O-])c3)OC\2=O)cc1	5	0
CCN(CC)c1nc(Cl)nc(Sc2nc3ccccc3[nH]2)n1	1	4
COc1ccc(C=C2Oc3cc(OC(=O)c4cc(OC)c(OC)c(OC)c4)ccc3C2=O)cc1OC	-3	-1
O=S1(=O)N=C(N2CCCc3ccccc32)c2ccccc21	-4	nt
O=C(OCc1ccccc1)c1c(-c2ccccc2)oc2c1C(OCCO)CCC2 (stereo unspecified)	32	-6
COc1ccc(S(=O)(=O)Nc2c(C)cc(O)c(S(=O)(=O)c3ccccc3)c2C)cc1	-3	0
CC(CNc1ccc(Cl)cc1[N+](=O)[O-])Oc1nonc1-c1ccccc1 (stereo unspecified)	32	1
CN1C(=O)c2cccnc2Sc2cc(C(=O)Nc3ccc(F)c(F)c3)ccc21	-6	-1
CC(C)C(=O)NCc1csc(C2CCN(C(=O)C3CCCCC3)CC2)n1	-7	-6
CSc1sc(C)cc1C1C(C#N)=C(N)N(c2ccccc2)C2=C1C(=O)CCC2 (stereo unspecified)	10	-2
Cc1ccc(NC(=O)N2CCC(n3cnc4c(C)cccc4c3=O)CC2)cc1C	13	1
O=C(Cc1ccc(Cl)cc1)Nc1ccccc1I	2	-11
CC(C)CC(=O)NCC1CCN(C(=O)CC(C)C)CC1	-2	9
O=C1NN(c2ccccc2)C(=S)Nc2ccccc21	nt	-3&-6
CCc1c(C)sc(NC(=O)c2ccccc2[N+](=O)[O-])c1C(N)=O	13	0
CCOc1ccccc1NC(=O)N1CCn2cccc2C1C (stereo unspecified)	2	2
O=C1OC(c2cccs2)=N/C1=C/c1ccc(OC(F)F)cc1	10	-5
CC(C)(C)NC(=O)NCCc1c[nH]c2ccccc12	-4	-5
O=C(Nc1cc(-c2ccccn2)no1)c1cc(F)ccc1F	-2	1
COCc1nnc(NS(=O)(=O)Cc2ccccc2)s1	-1	-2
CC(C)(C)n1nc2c(c1NC(=O)c1cc(Br)ccc1Cl)CS(=O)C2 (stereo unspecified)	-1	3
COc1ccc(OC)c(C2=C/C(=C\c3cccc([N+](=O)[O-])c3)C(=O)O2)c1	1	-1
O=C1C=C(NCc2ccc(Cl)cc2Cl)C2(CCCCC2)O1	7	-3
COc1ccc(NC(=O)N2CCCC3(C2)Nc2ccccc2NC3=NC(C)(C)C)c(C)c1 (stereo unspecified)	25	-7
CCCCOc1ccc(-c2nc(C=Nc3ccc(C)cc3)c(O)o2)cc1	-1	-2
N#CCSC1=Nc2ccccc2C2=NC(CC(=O)NCc3cccs3)C(=O)N12 (stereo unspecified)	18	-5
CCc1c(C)c(C#N)c2nc3ccccc3n2c1N1CCN(C(=O)c2ccco2)CC1	0	9
COc1ccc(OC)c(NC(=O)CN(c2ccccc2C)S(=O)(=O)c2ccc(C)cc2)c1	17	-4
COc1ccc(C2=N/C(=C\c3cccc(OC)c3OC)C(=O)O2)c(Br)c1	5	-1
O=C(Nc1nnc(-c2ccc(F)cc2)o1)c1ccc(S(=O)(=O)N2CCCc3ccccc32)cc1	-5	-72
Cc1ccc(NC(=O)C(=O)c2c(O)[nH]c3ccccc23)cc1Cl	4	-7
O=C(CCS(=O)(=O)c1ccc(Br)cc1)N1CCN(c2cccc(Cl)c2)CC1	-3	1
O=C(Oc1ccc2c(c1)OC(=Cc1cc(Br)cc3c1OCOC3)C2=O)c1ccco1	0	1
CCN(CC)S(=O)(=O)c1ccc2oc(C(=O)Nc3cccc(OC)c3)c(C)c2c1	11	7
O=S(=O)(c1ccc(Cl)cc1)c1ccccc1C(F)(F)F	nt	-14
O=c1c2c(nc(SCc3ccccc3)n1-c1ccccc1)CCS2	-3	-10
COc1ccccc1CNC(=O)C1CCc2nc(N3CCCCC3)ncc2C1 (stereo unspecified)	-10	-1
O=C1C2C3C=CC(C3=C(c3ccccc3)c3ccccc3)C2C(=O)N1c1ccccn1 (stereo unspecified)	0	-9
C=CCNS(=O)(=O)c1ccc(C)c([N+](=O)[O-])c1	-7	-8
COc1cccc(Nc2nc3ccccc3nc2NS(=O)(=O)c2ccc(NC(C)=O)cc2)c1	-1	-4
Cc1c(C2CCN(C(=O)NCCc3ccccc3)CC2)noc1N	-9	-2
OC(COC1CCCCC1)Cn1cnc2ccccc21 (stereo unspecified)	-2	-4
CCOc1ccc(N2CCN(C(=O)Nc3ccccc3)C(C)C2=O)cc1 (stereo unspecified)	0	0
COc1cc2c(cc1OC)C(c1ccccc1Cl)NC(=O)C2 (stereo unspecified)	nt	1&7
O=C(CN1CCC2(CC1)N=C(c1ccccc1)C(=O)N2)Nc1cccc(Br)c1	8	-5
CC1=C(C(=O)Nc2ccccn2)C(c2cccc(Br)c2)C2=C(CCCC2=O)N1 (stereo unspecified)	-5	-4
COc1ccccc1C1C=C(Nc2ccccc2)C(=O)N1c1ccccc1 (stereo unspecified)	4	-4
COc1ccc(NC(=O)N2CC3CC2CC3NS(=O)(=O)c2ccccc2)c(C)c1 (stereo unspecified)	7	-5
O=C(NCc1ccccc1)c1cnn2c(C(F)(F)F)cc(-c3ccccc3)nc12	3	-16
CC(NC(=O)c1ccc2c(c1)NC(=O)C(N1CCCC1)S2)c1ccccc1 (stereo unspecified)	43	-16
O=C(Nc1ccc(-c2nc3ccccc3s2)c(O)c1)c1ccccc1	-13	97*
CC1=C(C#N)c2nc(N)c(C#N)c(C)c2/C1=C/c1cccs1	-1	nt

Given with each value named: part of the list above.
COc1cccc(Nc2nc3ccccc3nc2NS(=O)(=O)c2ccc(NC(C)=O)cc2)c1
  mHTT-CaM PPI inh = -1
  Pf apPOL inh = -4

Cc1c(C2CCN(C(=O)NCCc3ccccc3)CC2)noc1N
  mHTT-CaM PPI inh = -9
  Pf apPOL inh = -2

OC(COC1CCCCC1)Cn1cnc2ccccc21 (stereo unspecified)
  mHTT-CaM PPI inh = -2
  Pf apPOL inh = -4

CCOc1ccc(N2CCN(C(=O)Nc3ccccc3)C(C)C2=O)cc1 (stereo unspecified)
  mHTT-CaM PPI inh = 0
  Pf apPOL inh = 0
